RGS4-Gao reg: modulates binding of RGS4 to human Galphao; Multiplexed bead flow cytometry; actives lie on both sides; binding response (% of control), % at 10 µM; hit rate 0.33% among 220,000; AID 1415; in the data active = binding response below about 49% or above about 150%; inactive = in between;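 also: fluorescent Galphao activated with aluminum fluoride binding bead-coupled RGS4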
GSH fluor: GSH bead compound fluorescence profile; GSH beads flow cytometry, compound fluorescence 488/530 nm; active compounds read high; fluorescence (KMESF) at 10 µM; hit rate 0.25% among 190,000; AID 1776; in the data active = fluorescence above about 89;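 also: glutathione beads carrying GST-tagged Bcl family fusion proteins plus one bare bead set; values are compound well signal with DMSO vehicle wells as background; inactives centre near 16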
RGS8-Gao reg: modulates binding of RGS8 to human Galphao; response (percent of control binding), % at 10 µM; multiplexed bead flow cytometry; actives lie on both sides; hit rate 0.34% among 220,000; in the data active = response below about 60% or above about 140%; inactive = in between;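 also: Galphao activated as the GDP aluminium fluoride complex binding bead-coupled RGS8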
Mcl1-Noxa inh: disrupts binding of human Mcl-1 to Noxa peptide. Q07820. TR-FRET Mcl-1/Noxa peptide binding, 2 h. inhibition, % at 21.7 µM. hit rate 1.5% among 220,000. AID 1022;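 active = compounds that cut the protein-peptide binding signal by more than 50% relative to plate controls in a single-dose test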;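 also: His-tagged Mcl-1 with rhodamine Noxa BH3 peptide and terbium anti-His antibody; 0% = Mcl-1 plus Noxa peptide wells and 100% = peptide-only wells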
Target sequence (Q07820 whole entry, looked up): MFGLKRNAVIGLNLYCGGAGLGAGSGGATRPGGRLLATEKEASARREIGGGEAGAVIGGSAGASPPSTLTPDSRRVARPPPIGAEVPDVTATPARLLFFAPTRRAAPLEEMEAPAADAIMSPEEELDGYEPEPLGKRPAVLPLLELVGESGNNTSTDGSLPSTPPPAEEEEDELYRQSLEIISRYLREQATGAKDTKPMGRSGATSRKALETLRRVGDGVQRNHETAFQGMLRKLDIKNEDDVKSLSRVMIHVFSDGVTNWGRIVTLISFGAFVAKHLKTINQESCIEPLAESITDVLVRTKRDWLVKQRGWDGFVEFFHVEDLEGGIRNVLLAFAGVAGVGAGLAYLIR
ABCB1 block: inhibitors of human ABCB1 transporter, ABCG2 counter-screen; P08183; CCRF-Adr cells, JC-1 efflux, flow cytometry; inhibition, % at 6.6 µM; hit rate 0.067% among 190,000; AID 1326; in the data active = inhibition above about 40%;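 also: 0% = vehicle and 100% = reference inhibitor; higher value means more JC-1 retained so stronger ABCB1 efflux block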
ABCG2 block: inhibitors of human ABCG2 transporter, ABCB1 counter-screen; Q9UNQ0; IgMXP3 cells, JC-1 efflux, flow cytometry; inhibition, % at 6.6 µM; hit rate 0.1% among 190,000;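 active = inhibition above 80%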;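 also: 0% = DMSO and 100% = nicardipine control wells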
Target sequence (Q9UNQ0 whole entry, looked up): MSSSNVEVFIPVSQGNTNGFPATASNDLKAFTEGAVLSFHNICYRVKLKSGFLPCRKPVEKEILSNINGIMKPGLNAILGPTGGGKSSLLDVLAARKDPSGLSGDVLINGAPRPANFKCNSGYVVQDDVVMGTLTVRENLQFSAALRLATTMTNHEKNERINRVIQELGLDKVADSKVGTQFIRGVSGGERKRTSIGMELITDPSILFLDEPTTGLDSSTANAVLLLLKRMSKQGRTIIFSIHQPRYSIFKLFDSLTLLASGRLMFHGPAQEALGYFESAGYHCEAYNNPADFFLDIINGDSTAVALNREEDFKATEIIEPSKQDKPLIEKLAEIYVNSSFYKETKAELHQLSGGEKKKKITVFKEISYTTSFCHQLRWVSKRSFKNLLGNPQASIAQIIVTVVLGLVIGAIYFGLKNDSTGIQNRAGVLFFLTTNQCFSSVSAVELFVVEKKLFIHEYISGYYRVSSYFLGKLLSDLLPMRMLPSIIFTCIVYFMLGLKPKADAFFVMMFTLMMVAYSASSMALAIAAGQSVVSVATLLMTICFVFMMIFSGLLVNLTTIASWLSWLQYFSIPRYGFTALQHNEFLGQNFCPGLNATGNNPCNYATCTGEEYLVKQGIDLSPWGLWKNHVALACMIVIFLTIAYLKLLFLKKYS
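Incubation: cells with compound and JC-1, 10 min at 25 °C, rotating, no wash / Test system: IgMXP3 (ABCG2) plus far-red-tagged CCRF-Adr (ABCB1) cells / Compound dosing: one concentration, 6.6 µM final / Also added: JC-1 fluorescent substrate / Evaluation: efflux inhibition in percent versus controls / Detection: flow cytometry, 530 nm JC-1 signal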
Avidin fluor: compound fluoresces at 488/530 nm on avidin beads. compound fluorescence 488/530 nm, flow cytometry; active compounds read high. fluorescence (KMESF) at 10 µM. hit rate 0.38% among 220,000; in the data active = fluorescence above about 47; also: inactives centre near 10
Mcl1-Bid inh: disrupts binding of human Mcl-1 to Bid peptide; Q07820; inhibition, % at 21.7 µM; TR-FRET Mcl-1/Bid-Dy647 peptide binding, 1536-well; hit rate 0.97% among 220,000; AID 1021;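 active = compounds that cut the binding signal by more than half at the single screening dose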;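 also: His-tagged Mcl-1 with europium anti-His antibody binding Bid BH3 peptide; 0% = Mcl-1 plus peptide wells and 100% = peptide-only wells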
RGS7-Gao reg: modulates binding of RGS7 to human Galphao; hit rate 0.35% among 220,000; P09471; binding response (% of control), % at 10 µM; Multiplexed bead flow cytometry; actives lie on both sides; in the data active = binding response below about 49% or above about 150%; inconclusive = no clear call, values can overlap the other calls; inactive = in between;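 also: fluorescent Galphao held in activated GDP-AlF4 state binding bead-coupled RGS7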
Pf gamet viab: kills late stage P. falciparum gametocytes; hit rate 0.065% among 150,000; inhibition, % at 10.9 µM; P. falciparum stage V gametocytes, ATP luminescence, 24 h;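 active = inhibition above the mean plus 3 SD of compounds within the control limits, set per campaign, cut at about 38% in these data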;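 also: 0% = DMSO wells and 100% = medium only without gametocytes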
Bim-Mcl-1: human Bim-Mcl-1 interaction inhibition; Bead-based flow cytometry, Bim peptide-Mcl-1 binding; Q07820; inhibition, % at 10 µM; hit rate 0.1% among 190,000; in the data active = inhibition above about 40%;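 also: 0% = no compound tracer wells and 100% = peptide blocker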
Numbers without * were called inactive; ? = inconclusive; · = not tested or not shown. Outcome played no part in choosing rows; any-hit rate near 3.3%.

SMILES	RGS4-Gao reg	GSH fluor	RGS8-Gao reg	Mcl1-Noxa inh	ABCB1 block	ABCG2 block	Avidin fluor	Mcl1-Bid inh	RGS7-Gao reg	Pf gamet viab	Bim-Mcl-1
CCOC(=O)CSc1nc(C(C)(C)C)cc(C(F)(F)F)c1C#N	104	24	103	13	1.1	6	36	36	102	·	0
COc1ccc(NC(=S)N(CCCN2CCCC(C)C2)Cc2cccs2)cc1 (centres undefined)	103	15	102	-2	-0.2	-1	10	-47	101	-13	-1
N=C1S/C(=C\c2ccco2)C(=O)N1c1ccc2c(c1)OCO2	100	16	104	84*	0.1	2	9	39	?	13	4
O=C(NNC(=S)NC(=O)c1cn(-c2ccccc2)nc1-c1ccccc1)c1ccncc1	96	16	96	-106	-0.1	14	5	-43	89	6	-5
Cc1cc(-c2nnc(SCC(=O)NC3CCCC3)o2)no1	100	13	101	-22	-0.2	0	5	-33	105	·	-2
Cc1ccc(C2(C)NC(=O)N(CC(=O)Nc3c(C)n(C)n(-c4ccccc4)c3=O)C2=O)cc1 (centres undefined)	95	10	99	7	0.4	2	20	-18	94	·	-7
CCc1ccccc1NC(=O)c1noc(C(C)C)c1[N+](=O)[O-]	106	16	101	8	0.5	4	5	-4	105	15	-1
CC1=C(C#N)C(c2ccc3ncccc3c2)C(C#N)=C(C)N1	98	36	103	22	1.1	1	8	-18	102	-1	0
O=C(Nc1ccccc1)c1nnsc1S(=O)(=O)c1ccc(Cl)cc1	99	34	96	69*	0.2	10	10	-20	102	-4	-5
CCCNS(=O)(=O)c1ccc(OCC(=O)NCCCOC)cc1	98	20	103	7	1.6	0	7	-2	102	2	-5
Cc1ccnc2nc(C(=O)OCCOc3ccccc3)nn12	105	13	107	-4	-1.2	5	4	-33	109	8	-2
O=[N+]([O-])/C(C(Cl)=C(Cl)Cl)=C(/Sc1ccccc1)N1CCCCC1	94	·	96	0	·	·	5	-11	?	-3	·
Clc1ccc(SCc2cn3ccccc3n2)cc1	101	9	100	-1	0.7	4	21	-25	101	-10	-2
N#Cc1ccc(-c2csc(NC(=O)c3cc(-c4cccs4)nc4ccccc34)n2)cc1	92	·	100	-3	·	·	13	-11	?	-4	·
CCOC(=O)c1c(NC(NC(C)=O)C(Cl)(Cl)Cl)sc2c1CCCC2 (centres undefined)	96	18	96	26	-0.1	-1	11	-5	96	3	-5
O=C1CSc2ccc(C(=O)NCC(c3ccco3)N3CCCCC3)cc2N1 (centres undefined)	94	71	84	20	0.3	3	50*	-26	113	-14	-4
CN1CCN(C(c2cc3cc4c(cc3[nH]c2=O)OCCO4)c2nnnn2C2CCCC2)CC1 (centres undefined)	102	8	103	-1	0.9	5	19	-26	102	·	-4
Cn1nc(C(F)(F)F)c(CO)c1Sc1ccc(F)cc1	100	15	101	-1	1.5	39	13	-1	?	13	3
N#Cc1nc(-c2cccs2)oc1NCCc1ccccc1	100	10	99	27	0.2	3	37	-13	100	11	-3
C=CCn1c(SCC(=O)c2ccc(OC)cc2)nnc1-c1ccc2c(c1)OCO2	100	23	102	22	0.5	20	6	3	105	·	-2
CCN(CC)S(=O)(=O)c1ccc(S(=O)(=O)N(Cc2ccccn2)Cc2ccco2)cc1	101	8	102	12	1.5	2	9	-2	100	5	3
COc1ccc(C2N3CC4(C)CN2CC(C)(C3)C4=O)cc1OC (centres undefined)	108	23	121	8	0.1	0	7	-12	110	·	-3
COc1cccc(NC(=O)[C@H](C)NC(=O)C2CCN(S(=O)(=O)c3ccc(C)cc3)CC2)c1	94	·	97	14	·	·	6	-35	?	17	·
COc1ccc(CCNC(=O)C2CCN(C(=O)NC3CCCCC3)CC2)cc1	106	16	109	-4	1.0	4	8	0	102	·	0
Cc1ccc(S(=O)(=O)N2CCCC(C(=O)NCC(C)C)C2)cc1 (centres undefined)	101	27	102	17	0.1	0	10	-8	103	11	1
CN(C)c1ccc(C2=NOC(CN3C(=O)c4ccccc4S3(=O)=O)C2)cc1 (centres undefined)	81	4	89	20	0.6	1	12	-41	84	·	0
CCN1CCCC1CNC(=O)C(=O)NC (centres undefined)	99	18	101	-10	0.7	3	6	-15	98	2	12
COCCCNC(=S)N/N=C/c1ccccc1O	101	·	98	-18	·	·	3	-41	?	18	·
CC(C)CCNC(=O)C1CCN(C(=O)N(C)C)CC1	101	14	101	-5	-0.1	0	10	22	99	-11	1
O=C(N/N=C/c1cccc(OCC(=O)N2CCCC2)c1)C(=O)Nc1ccccc1F	103	7	105	0	0.9	7	3	-8	102	-7	-3
O=C1C(=O)c2ccc(-c3ccccc3)cc2-c2ccccc21	116	38	134	-2	0.2	4	5	-14	112	22	34
Fc1cccc(Cl)c1CSc1nnc(CNc2ccccc2)o1	89	23	96	-10	0.5	2	9	-41	87	·	1
CCOC(=O)c1sc(C)c2c1NC(C)(c1cccs1)NC2=O (centres undefined)	107	22	102	-5	0.7	3	32	-8	105	1	1
CCOC(=O)c1sc(NC(=O)C(C)Sc2nnc(N)s2)nc1C (centres undefined)	96	23	99	17	0.4	5	10	-16	98	·	1
Cc1cc(C)nc(Sc2ccc(/C=C(\C#N)C(N)=O)o2)n1	101	8	101	7	0.0	-2	4	-98	96	-11	-3
Cc1ccc(C)c(C(=O)CSc2nnnn2-c2cccnc2)c1	101	23	101	-9	0.2	2	14	-39	100	·	0
O=C(Cc1ccccc1)NC(NC(=O)Cc1ccccc1)c1cccc([N+](=O)[O-])c1	100	14	102	-11	1.0	9	7	-13	96	8	-1
Cc1ccnc(N(C(=O)Nc2ccccc2)C2=NCC(C)(C)S2)c1	99	·	101	1	·	·	4	-62	?	7	·
N#CC(=C1N=c2ccccc2=N1)c1c(O)[nH]c2ccccc12	90	11	98	8	0.4	6	9	-10	100	·	-2
CC(=O)Nc1ccc(NC(=O)C(C)OC(=O)c2ccccc2C(=O)c2ccc(Cl)c([N+](=O)[O-])c2)cc1 (centres undefined)	92	17	77	13	0.5	28	1	-9	98	8	-24
O=C(/C=C/c1ccc(OCCCF)cc1)NCc1ccc(Cl)cc1	97	18	97	4	1.1	23	7	-12	97	·	0
CC(C)CNC(=S)N1CCC(NC(=O)C23CC4CC(CC(C4)C2)C3)CC1	97	12	89	22	0.1	0	20	-28	89	13	-4
COc1ccc(C(=O)N[C@H]2COC(C)(C)O[C@H]2c2ccccc2)cc1	104	16	90	23	0.8	12	7	4	101	7	0
Cc1ncc(CN2CCCC(CCC(=O)NCc3ccc(F)c(F)c3)C2)s1 (centres undefined)	94	52	99	3	0.1	1	9	-12	92	1	-2
Cc1ccc(NC(=O)c2ccc3nc[nH]c3c2)c(O)c1	104	11	100	8	0.6	2	10	-23	99	-29	1
NC(=NC(=O)c1ccccc1)N1CCOCC1	103	22	102	6	0.2	1	11	-36	99	0	-3
Cc1ccc(NC(=O)CCN2C(=O)CSC2=O)cc1	105	15	113	-2	0.5	2	15	-8	106	·	1
Cc1ccccc1C(=O)Nc1cccc(N)c1	99	39	101	-12	3.6	33	14	-3	100	1	-8
CCCCCc1c(C)nc(NCc2ccccc2)[nH]c1=O	99	22	101	1	0.7	22	30	-18	104	-14	-5
COCC(C)NCc1ccc(OC)c(Br)c1 (centres undefined)	106	19	104	30	0.8	8	9	-3	107	-9	1
CCCn1c(SCc2cc(=O)oc3ccc4ccccc4c23)n[nH]c1=O	102	12	99	7	-0.1	-1	21	-17	100	25	-2
Cc1cccnc1NC(=O)CCCN1C(=O)c2ccccc2C1=O	98	58	98	12	1.0	3	14	-34	98	-3	0
O=C(Cn1nc(Cc2cccnc2)c2ccccc2c1=O)NCC1CCCO1 (centres undefined)	102	22	102	-3	0.2	1	10	-9	102	·	0
COc1cc(C2C3=C(CCCC3=O)Nc3ccc4ncccc4c32)ccc1O (centres undefined)	103	14	99	37	0.6	9	13	-57	?	-9	0
O=C1CSC(=Nc2ccccc2)N1Cc1ccccc1	100	26	100	4	0.5	1	9	-16	96	8	0
CC1CC(C)CN(C(=O)Cc2c(C(=O)O)[nH]c3ccc(Cl)cc23)C1 (centres undefined)	102	12	101	13	-0.1	2	6	-4	112	15	0
O=C1CN(C(=O)c2ccc(Br)o2)C(c2ccccc2)c2cc(Cl)ccc2N1 (centres undefined)	103	27	105	27	2.6	4	7	4	102	·	-2
COc1cnn(-c2ccccc2)c(=O)c1N(C)C	102	17	105	-6	1.1	9	13	-13	101	·	-5
CCOC(=O)C/C(C)=N/NC(=O)C1CC1(c1ccccc1)c1ccccc1 (centres undefined)	101	19	101	-24	0.8	1	9	-85	107	-5	-5
CC(OC(=O)c1ccccc1NS(=O)(=O)c1cccc(C(F)(F)F)c1)C(=O)N(C)Cc1ccccc1 (centres undefined)	104	18	97	-2	5.1	37	9	7	105	12	0

Complete entries, quoted from the list. Screens in order: RGS4-Gao reg | GSH fluor | RGS8-Gao reg | Mcl1-Noxa inh | ABCB1 block | ABCG2 block | Avidin fluor | Mcl1-Bid inh | RGS7-Gao reg | Pf gamet viab | Bim-Mcl-1
Shown for O=C(Cn1nc(Cc2cccnc2)c2ccccc2c1=O)NCC1CCCO1 (centres undefined) = 102 | 22 | 102 | -3 | 0.2 | 1 | 10 | -9 | 102 | · | 0
Shown for Cc1ncc(CN2CCCC(CCC(=O)NCc3ccc(F)c(F)c3)C2)s1 (centres undefined) = 94 | 52 | 99 | 3 | 0.1 | 1 | 9 | -12 | 92 | 1 | -2
Shown for CCOC(=O)C/C(C)=N/NC(=O)C1CC1(c1ccccc1)c1ccccc1 (centres undefined) = 101 | 19 | 101 | -24 | 0.8 | 1 | 9 | -85 | 107 | -5 | -5

Following part
SMILES	RGS4-Gao reg	GSH fluor	RGS8-Gao reg	Mcl1-Noxa inh	ABCB1 block	ABCG2 block	Avidin fluor	Mcl1-Bid inh	RGS7-Gao reg	Pf gamet viab	Bim-Mcl-1
COc1ccc(NC(=S)Nc2ccccc2)c(OC)c1	106	12	109	-7	-0.2	0	17	-41	107	-22	1
Cc1cccc(CSCCNC(=O)CN(c2cc(C)cc(C)c2)S(C)(=O)=O)c1	102	·	101	24	·	·	9	-8	?	-5	·
CC(=O)c1sc(NC(=O)COc2c(C)cc(Cl)cc2C)nc1C	104	12	106	-6	-0.6	-1	10	-24	99	·	1
c1cncc(CSc2nnc3ccc(-c4ccco4)nn23)c1	93	10	95	3	-0.3	1	7	-52	?	6	0
Cc1c2ccccc2nc2c(F)c(N(C)C)c(F)c(F)c12	105	21	98	-50	0.8	7	10	-36	101	-4	-2
CC(C)COc1ccc(C(=O)NCc2ccco2)cc1	96	34	96	·	0.3	10	11	-13	100	26	-6
O=C(Cc1cccs1)NCc1cn2ccccc2n1	99	23	98	5	-0.1	0	6	-25	102	·	-1

Bioassay records deposited in PubChem by several laboratories.
